TDP-43 yeast inh – rescues yeast growth from TDP-43 toxicity; Potency, µM (titrated, usually from 46.1 µM), for inactives: at the highest dose growth rescue (activation), hits mostly activators; AID 652104; actives 1.8% (n = 410,000); TDP-43 expressing yeast growth rescue, BacTiter-Glo, 24 h; note: potency is the fitted concentration of half-maximal effect; % of control where 0% means no effect; nearly all actives have a fitted effect of over 50% in size
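Galactose-induced TDP-43 yeast, OD600=0.02, compound pinned; 24 hr, 30 deg C; BacTiter-Glo luminescence for growth. Inhibitors of TDP-43 toxicity read as activators.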
FUS suppressor – suppressors of FUS proteinopathy in yeast | S. cerevisiae FUS-expressing, growth rescue, OD600, 24 h | AID 1347120 | actives 0.24% (n = 390,000) | Potency, µM (doses to about 76.6 µM), for inactives: at the highest dose growth rescue (activation), usual class: activators;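 note: potency is the fitted concentration of half-maximal effect; plate controls were DMSO vehicle for no effect and reference control for full effect; nearly all actives have a fitted effect of over 55% in size; some results filed as inactive show a strong effect at the top dose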
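Quantitative HTS measuring growth restoration of FUS-toxic yeast. Galactose-induced cells (OD 0.005) were exposed 24hr at 30C to compounds at several concentrations, then absorbance at 600 nm was recorded.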
aSyn rescue – rescues yeast growth from alpha-synuclein toxicity | Yeast expressing alpha-synuclein, growth rescue, BacTiter-Glo, 24 h | Potency, µM (series often up to 46.1 µM), for inactives: top-dose growth rescue (activation), hits mostly activators | actives 0.14% (n = 370,000) | AID 652106; note: potency is the fitted concentration of half-maximal effect; % of control where 0% means no effect; nearly all actives have a fitted effect of over 65% in size
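Rescue of yeast growth: cells expressing toxic alpha-synuclein, induced in galactose at OD600 0.02, incubated with compound 24 h at 30 C. ATP luminescence quantified growth; inhibitors of toxicity appear as activators.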
D3 antag – antagonists of human D3 dopamine receptor; P35462; D3R cells, DiscoveRx beta-arrestin luminescence, antagonist mode; active compounds read low; max response, negative = inhibition, %; actives 2.5% (n = 360,000); AID 652054; in the data active = max response below about -50%; inconclusive = no clear call, values can overlap the other calls; note: % is set by controls: 0 for no effect and ±100 for the full control effect; mostly tested at two doses, the higher about 12 µM
Target sequence (P35462 whole entry, looked up): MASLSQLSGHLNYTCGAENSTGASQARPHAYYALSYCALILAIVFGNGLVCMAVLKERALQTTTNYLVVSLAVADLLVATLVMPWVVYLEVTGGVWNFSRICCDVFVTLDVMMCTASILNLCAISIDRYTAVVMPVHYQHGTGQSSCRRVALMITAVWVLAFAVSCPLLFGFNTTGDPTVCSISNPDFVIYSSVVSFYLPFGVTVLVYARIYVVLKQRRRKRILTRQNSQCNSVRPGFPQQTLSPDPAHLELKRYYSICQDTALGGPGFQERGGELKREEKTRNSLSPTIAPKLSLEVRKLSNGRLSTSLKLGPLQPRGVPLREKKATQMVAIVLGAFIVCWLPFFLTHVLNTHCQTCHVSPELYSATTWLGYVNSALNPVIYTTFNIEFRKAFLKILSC
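Cells plated overnight at 1500 cells/well, then exposed to library compounds with dopamine controls for 90 minutes at 37 degrees C. DiscoveRx reagent added for 30–60 minutes at room temperature; luminescence read, quantitative HTS format.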
GLP1R ag – GLP-1 receptor (human) agonism. HEK293 GLP-1R CRE-luciferase, luminescence, 4-6 h; cells express a hypersensitive GLP-1R form. Potency, µM (doses to about 45.6 µM), inactives show top-dose activation, usual class: activators. actives 0.007% (n = 380,000). AID 624172; note: potency is the fitted concentration of half-maximal effect; % of control where 0% means no effect
Target sequence (P43220 whole entry, looked up): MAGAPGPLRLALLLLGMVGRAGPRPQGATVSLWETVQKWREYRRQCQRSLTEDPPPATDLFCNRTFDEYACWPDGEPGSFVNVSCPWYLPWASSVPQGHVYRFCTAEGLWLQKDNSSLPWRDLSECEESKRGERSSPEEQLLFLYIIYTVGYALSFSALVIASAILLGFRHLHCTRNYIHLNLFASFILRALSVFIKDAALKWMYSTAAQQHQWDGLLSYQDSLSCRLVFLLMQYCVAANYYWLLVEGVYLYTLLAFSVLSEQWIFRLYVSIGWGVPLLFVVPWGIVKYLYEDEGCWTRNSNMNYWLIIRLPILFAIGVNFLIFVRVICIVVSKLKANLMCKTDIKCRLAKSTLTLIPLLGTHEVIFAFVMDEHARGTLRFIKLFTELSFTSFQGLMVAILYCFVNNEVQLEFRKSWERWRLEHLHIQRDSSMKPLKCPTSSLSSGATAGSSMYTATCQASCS
Abeta rescue – A-beta toxicity reversal in yeast | Potency, µM (titrated, usually from 46.1 µM), inactives show top-dose growth rescue, actives largely listed as activators | actives 0.063% (n = 410,000) | yeast expressing A-beta42, growth rescue, OD600, 48 h; response scale: 0% DMSO, 100% iron-clioquinol control; note: potency is the fitted concentration of half-maximal effect; nearly all actives have a fitted effect of over 55% in size
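Yeast growth medium received pinned compounds, then yeast cells expressing toxic A-beta were added; plates incubated at 30 C for 48 hr. Growth read as absorbance at 600 nm, normalized to DMSO and equimolar FeCl3 plus clioquinol controls.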
Akt phos inh – Akt phosphorylation inhibition; Neuro2A IGF-stimulated pAkt S473 HTRF, 20 min; active compounds read low; activity change, % for hits at 50 µM; actives 0.32% (n = 360,000); AID 651550; in the data active = activity change below about -80%; inconclusive = mostly about -51% to -80%; note: % is set by controls: 0 for no effect and ±100 for the full control effect
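Neuro2A cells in DMEM with 0.5% FBS, overnight at 37 deg C, given compound at single 50 µM final, then IGF (6 nM final) for 20 min at 37 deg C. Lysed; phospho-Akt Ser473 by HTRF after 24 h, 665/615 ratio.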
PTHR1 agonist – activates the human parathyroid hormone receptor PTHR1; Q03431; HEK293 GP2 PTHR1 cells, GloSensor cAMP luminescence, 1 h; Potency, µM (highest dose often 115 µM), without a hit: top-dose activation, hits mostly activators; actives 0.075% (n = 410,000); AID 743266; note: potency is the fitted concentration of half-maximal effect; nearly all actives have a fitted effect of over 55% in size; some results filed as inactive show a strong effect at the top dose; inactives centre near -15; many of its hits are not listed in these tables
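HEK-293-derived GP2 cells expressing PTHR1 and a GloSensor cAMP reporter, 3,000/well, plated overnight, given luciferin plus IBMX (each 0.5 mM as added) for 1 h at 37 °C, then compound for 1 h at 37 °C. Luminescence was read after 15 min at room temperature.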
GLP1R inv ag – GLP-1 receptor (human) inverse agonism; P43220; HEK293 GLP-1R CRE-luciferase, luminescence, 24 h; GLP-1R form is constitutively active; Potency, µM (titrated, usually from 38.3 µM), inactives show at the highest dose activity change, negative = inhibition, hits mostly inhibitors; actives 1.6% (n = 410,000); AID 624417; note: potency is the fitted concentration of half-maximal effect; % is set by controls: 0 for no effect and ±100 for the full control effect; nearly all actives have a fitted effect of over 55% in size
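Constitutively active GLP-1R drives a cAMP-responsive luciferase in stably transfected HEK293 cells; test compounds are added after overnight (12 h) attachment and left 24 hr, and signal loss in luminescence marks inhibition.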
The depositor's hits bear a star; i = inactive; ? = inconclusive; nt = no result given; [ ] = dose if it differs, or a comment. Unless noted, calls come from the whole dose curve; as a rule, active = well fitted curve in the direction sought with a large enough effect; inconclusive = small, poorly fitted or top-dose-only effect, or another doubt; inactive = no such curve, though single readings can be large; an effect the other way counts as inactive or inconclusive. An excerpt; count on the stated rates, not on these rows.

Under each structure: TDP-43 yeast inh, FUS suppressor, aSyn rescue, D3 antag, GLP1R ag, Abeta rescue, Akt phos inh, PTHR1 agonist, GLP1R inv ag
- CCCC(C(=O)NCC1CCCO1)N(Cc1ccco1)C(=O)CNS(=O)(=O)c1ccc(F)cc1 (stereo unspecified)
    -2%, 8%, 3%, -11, ?, 26%, i, i, -9%
- COc1cccc(NC(=O)Cn2nc(N3CCN(c4ccccc4)CC3)ccc2=O)c1
    6%, ?, nt, nt, nt, -4%, nt, i, 6%
- CN1C(C(=O)NCc2ccccc2)CC2Cn3c(nc4cc(Cl)c(Cl)cc43)C21 (stereo unspecified)
    0%, -13%, 3%, 17, -2%, 11%, i, -27%, -2%
- CCOC(=O)c1cc(-c2ccccc2)n(CC(=O)O)c1C
    -8%, -3%, 4%, 5, -29%, 26%, i, i, 1%
- O=C(Nc1ccc(OC(F)(F)F)cc1)c1cnc2n(c1=O)CCS2
    21%, -30%, -6%, 23, 0%, 1%, i, -35%, 20%
- CC1(C)C(=O)OC(/C=C\c2cccc([N+](=O)[O-])c2)C(C)(C)C1=O (stereo unspecified)
    -19%, -13%, -10%, 6, 8%, 0%, i, i, 2%
- COc1cc2cc(Oc3ccc4ccc(=O)oc4c3)c(=O)oc2cc1OC1OC(COC(=O)CC(C)(O)CC(=O)O)C(O)C(O)C1O (stereo unspecified)
    0%, 14%, -1%, 2, 1%, -30%, i, -22%, -14%
- Cc1ccc(C2CC(c3ccccc3OC(F)F)Nc3ncnn32)cc1 (stereo unspecified)
    10%, 8%, -8%, 16, 14%, 12%, i, i, ?
- Cc1cc(C)c(NC(=O)Nc2ccccc2)c(C)n1
    13%, 15%, -8%[1.84 µM], -22, -6%, -5%, i, -24%, -5%
- O=C(Nc1ccccc1C(=O)N1CCOCC1)c1ccncc1
    -2%, -10%, -3%, -14, 6%, 3%, i, i, 8%
- CC(C)Sc1ncnc2c1cnn2-c1ccccc1
    13µM*, -15%, -9%, 4, 7%, -58%[inhibitor], i, -51%[inhibitor], -10%
- Cc1ccc(N2C(=O)[C@@H]3CSC(c4ccc(F)cc4)N3C2=O)cc1 (stereo partly specified)
    ?, -25%, nt, nt, 1%, -4%, nt, ?, -18%
- Cc1ccc([N+](=O)[O-])cc1NC(=O)CSc1nnc(C)n1CC1CCCO1 (stereo unspecified)
    19%, -3%, -10%, -1, -2%, -8%, i, -5%, 6%
- Cc1c(C)n(CCc2ccccc2)c2ncnc(NCCO)c12
    1%, -24%, 6%, 15, 9%, 9%, i, -11%, -1%
- O=C(Nc1ccc2c(c1)OCO2)c1cc(C2CCCCN2C(=O)CCCc2ccccc2)on1 (stereo unspecified)
    35µM*, 31%, 7%, 17, 13%, -13%, i, -37%, 8.9µM*
- O=C(CCCC1=NS(=O)(=O)c2ccccc2N1)N1CCN(c2ccc([N+](=O)[O-])cc2)CC1
    -18%, 14%, 0%, -3, 1%, -8%, i, -4%, -8%
- COc1ccc(CNCc2ccc3c(c2)OCO3)c(OC)c1OC
    7%, 9%, 7%, -1, 1%, 15%, i, -17%, -10%
- CCC(C)c1ccc(NC(=S)N2CCN(C(=O)C3CCCO3)CC2)cc1 (stereo unspecified)
    ?, nt, 1%, 4, -5%, 7%, i, -12%, -24%
- CC1CN(S(=O)(=O)c2cccc(C(=O)NCc3ccco3)c2)CC(C)O1 (stereo unspecified)
    12%, -15%, 4%, -3, 5%, -2%, i, i, -9%
- Cc1cccc2c(=O)cc(CSc3ccccc3NC(=O)c3cccc(Br)c3)[nH]c12
    12%, -10%, nt, nt, nt, 3%, nt, i, -17%
- O=C(CCC1N=C2c3ccccc3N=C(SCC(=O)NCc3ccco3)N2C1=O)NCc1ccco1 (stereo unspecified)
    -29%, ?, -4%, 6, 4%, 2%, i, 10%, -11%[0.307 µM]
- COC(=O)c1ccc(CSc2nnc(Nc3cccc(OC)c3)s2)o1
    7%, 30%, -9%, -12, 8%, 7%, i, -3%, 0%
- CCCCN(C)C(=O)c1[nH]c(C(F)(F)F)nc1-c1ccccc1
    -12%, 6%, -13%, 0, -2%, -21%, i, -11%, 1%
- O=c1oc2cc(O)ccc2cc1-c1nc(-c2ccc(Cl)c(Cl)c2)cs1
    5%, -12%, nt, nt, nt, -13%, nt, -15%, 8%
- COc1ccc(C2C(C#N)=C(C)NC3=C2C(=O)CC(C)(C)C3)c(OC)c1 (stereo unspecified)
    4%, 10%, 6%, 25, 3%, -4%, i, i, -4%
- CCCCOCCOC(=O)C1OC1(C)c1ccccc1 (stereo unspecified)
    24%, -2%, 8%, -1, 3%, 1%, i, i, 0%
- Cc1cc2ccccc2c(=O)[nH]1
    -12%, 4%, 2%, 10, -1%, 0%, i, 5%[57.5 µM], 1%
- O=C(CCCCCn1c(=O)c2sccc2n(CC(=O)Nc2cc(C(F)(F)F)ccc2Cl)c1=O)NCc1ccccc1Cl
    0%, 8%, nt, nt, nt, -12%, nt, 1%, -6%
- CCC1Sc2ccccc2N(CC(=O)NCCC2=CCCCC2)C1=O (stereo unspecified)
    ?, 30%, 18%, -28, 14%, 13%, i, i, -9%
- O=C(NCc1n[nH]c(=S)n1-c1cccc(C(F)(F)F)c1)c1ccc(S(=O)(=O)N2CCCC2)cc1
    -10%, 15%, -9%, -15, -3%, -25%, i, i, -19%
- COc1ccc(C2=NC(C)(C)N(CC(=O)Nc3ccc(F)c(F)c3)C2=O)cc1
    ?, -5%, nt, nt, nt, 10%, nt, -18%, -25%
- COc1ccc(-c2cc3ccc(O)c(CN4CCC(C)CC4)c3oc2=O)cc1
    0%, -3%, nt, nt, nt, 4%, nt, i, 7%
- COc1ccc(Br)c(C(=O)Nc2cc3c(cc2N2CCCC2)n(C)c(=O)c(=O)n3C)c1
    11%, -8%, nt, nt, nt, -4%, nt, i, 11%
- CN(C)C(=O)C1=NOC2(C1)C(=O)Nc1ccccc12 (stereo unspecified)
    0%, -20%, ?, 14, 0%, 3%, i, -19%, 23%
- Cc1cc(OCCCCCN2CCCC2)ccc1Cl
    -10%, -11%, 6%, -25, 1%, -9%, i, i, ?
- CCN(CCn1cccn1)C(=O)CC1C(=O)NCCN1Cc1cccc(OC)c1OC (stereo unspecified)
    7%, -33%, -1%, -11, 9%, -1%, i, i, -2%
- Cc1ccccc1NC(=O)CSc1nnc2ccc(-c3cccnc3)nn12
    0%, 15%, 2%, -4, 21%, -6%, i, i, 88%[activator]
- CCSc1nnc(NC(=O)C(C)C)s1
    24%, -19%, -2%, 9, 11%, -7%, i, i, -4%
- Cc1ccc(NC(=O)Cc2c[nH]c3ccccc23)cc1S(=O)(=O)N1CCCCCC1
    -2%, ?, -6%, 1, 7%, 4%, i, i, -26%
- CC(=O)NCCC(=O)Nc1cc(S(=O)(=O)N2CCCCC2)ccc1Oc1cccc(C)c1
    13%, nt, 4%, 4, -1%, 0%, i, i, 18%
- N#Cc1cccc(CSc2ncnc(N)n2)c1
    6%, 5%, -1%, 58, 15%, -2%, i, -12%, 10%
- O=C1Cc2ccccc2C(=O)N1
    22µM*, -2%, -8%, ?, 14%, -19%, i, -20%, 15%
- Cc1onc(-c2c(F)cccc2Cl)c1C(=O)NNC(=O)C1CCN(Cc2cccc(F)c2)CC1
    1%, -14%, 0%, -9, 0%, -2%, i, i, ?
- Cc1cc(C)cc(C(=O)NC(=S)Nc2ccc(-c3cc4ccccc4oc3=O)cc2)c1
    22%, nt, 5%, 11, -22%, 5%, i, i, 12%
- CC(Sc1nc2sccc2c(=O)n1-c1ccccc1)C(N)=O (stereo unspecified)
    -2%, -6%, 0%, 3, 16%, -16%, i, i, 4%

Sorted by count of non-hydrogen atoms (low to high): some entries from above.
Under each structure: TDP-43 yeast inh, FUS suppressor, aSyn rescue, D3 antag, GLP1R ag, Abeta rescue, Akt phos inh, PTHR1 agonist, GLP1R inv ag
- CN(C)C(=O)C1=NOC2(C1)C(=O)Nc1ccccc12 (stereo unspecified)
    0%, -20%, ?, 14, 0%, 3%, i, -19%, 23%
- Cc1ccccc1NC(=O)CSc1nnc2ccc(-c3cccnc3)nn12
    0%, 15%, 2%, -4, 21%, -6%, i, i, 88%[activator]
- COc1ccc(C2=NC(C)(C)N(CC(=O)Nc3ccc(F)c(F)c3)C2=O)cc1
    ?, -5%, nt, nt, nt, 10%, nt, -18%, -25%
- COc1ccc(Br)c(C(=O)Nc2cc3c(cc2N2CCCC2)n(C)c(=O)c(=O)n3C)c1
    11%, -8%, nt, nt, nt, -4%, nt, i, 11%

More records
Under each structure: TDP-43 yeast inh, FUS suppressor, aSyn rescue, D3 antag, GLP1R ag, Abeta rescue, Akt phos inh, PTHR1 agonist, GLP1R inv ag
- CC(OC(=O)CCN1C(=O)C2CC=CCC2C1=O)C(=O)Nc1ccc(F)cc1 (stereo unspecified)
    -14%, 4%, -1%, 0, 6%, -9%, i, i, ?
- Cc1cccc(Cc2cnc(N3C(=N)SC(c4ccccc4)C3=O)s2)c1 (stereo unspecified)
    19%, nt, -4%, ?, -2%, 0%, i, i, -16%
- COc1ccc(N2CC(C(=O)NC3CC(C)(C)NC(C)(C)C3)CC2=O)cc1 (stereo unspecified)
    12%, -17%, 1%, 0, 4%, 0%, i, -6%, 13%
- Cc1ccc(OCCn2cc(/C=C3\C(=O)NN(c4ccccc4)C3=O)c3ccccc32)cc1
    -4%, nt, 14%, 2, 0%, 1%, i, i, 0%
- CCOC(=O)CC(NC(=O)c1cc2ccccc2oc1=O)c1cccc([N+](=O)[O-])c1 (stereo unspecified)
    ?, 9%, -3%, ?, 6%, -17%, i, i, 33%[activator]
- O=C(NCc1ccco1)C(=O)c1c[nH]c2ccccc12
    1%, 2%, 9%, -6, -6%, 6%, i, i, 6%

Compound activity from PubChem BioAssay.
